# Screening data as filed in PubChem.
# TNAP activators: human TNAP enzyme activators, primary screen, biochemical, luminescent, no phosphate acceptor, uHTS (AID 1001) | purified TNAP, luminescent activation assay, no phosphate acceptor; higher activation fold means a stronger effect | activation fold at 20 µM; hits with a dose series show EC50 in µM | hit rate 0.03% among 200,000; in the data active means activation fold from about 3, or a potency from the dose series; inactive means the rest, 99 in 100 with activation fold below about 1.6; further: many of its hits are not listed in these tables
# SIAH1 antagonists: blockers of Siah-1 interaction with plectin peptide – biochemical, fluorescence polarization, rhodamine-plectin, uHTS, primary screen (AID 1817); Siah-1 / rhodamine-plectin peptide fluorescence polarization; higher % means a stronger effect; one-dose displacement, % at 20 µM; IC50 in µM for titrated hits; hit rate 0.02% among 290,000;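 active means displacement of at least 50% at 20 µM, with a fluorescence ratio check between 0.3 and a set limit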;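 further: plate controls were Siah plus tracer with DMSO for no effect and tracer alone without Siah for full effect; strong numbers were not always called active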
# M1AAP inhibition: malaria alanyl aminopeptidase activity blockers – biochemical, fluorogenic H-Leu-NHMec substrate, 1536-well (AID 1445); recombinant M1AAP, H-Leu-NHMec fluorogenic kinetic assay; higher % means a stronger effect; one-dose inhibition, % at 30 µM; IC50 in µM for titrated hits; hit rate 0.42% among 220,000;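 active means primary inhibition above the hit cutoff, then over 50% inhibition at one or more dose response concentrations, cut at about 23% in these data, passing the limit was not always enough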;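 further: plate controls were DMSO full reaction for no effect and no enzyme background for full effect; strong numbers were not always called active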
# K1F lysis inhibition: protection from phage-mediated lysis, alamar blue read-out – E. coli UTI89, K1F phage, bacterial capsule biogenesis inhibitors (AID 488966); E. coli UTI89 K1F phage lysis, alamar blue, 2 h; higher % means a stronger effect; one-dose inhibition, % at 100 µM; IC50 in µM for titrated hits; hit rate 0.02% among 340,000;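 active means phage lysis inhibition, versus mean bacterial control, above a set limit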;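 further: capsule biogenesis inhibitors block K1F phage lysis so surviving cells raise fluorescence; higher fluorescence means more inhibition of phage lysis; actives were called in the ten point dose series up to 300 µM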
# PMI inhibitors: MPI enzyme activity inhibition – biochemical, fluorescence intensity, coupled assay, primary screen (AID 1209). purified PMI enzyme, coupled fluorescence intensity; higher % means a stronger effect. inhibition, % at 20 µM, or IC50 in µM where a hit was titrated. hit rate 0.42% among 190,000;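 further: plate controls were DMSO vehicle for no effect and wells lacking substrate for full effect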
# Hep lipid drop: modulators of hepatic lipid droplet formation. hit rate 0.4% among 240,000. AML12 mouse hepatocytes, oleate lipid droplets, BODIPY imaging. inhibition, % at 6.5 µM;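 active means lipid droplet intensity inhibited by at least 50%, with more than 500 cells counted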
#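 Assay system: AML12 mouse liver cells | Compound: 6.5 µM single-point dosing | Schedule: Overnight exposure | Technique: Fluorescence imaging, 20x objective, two fields per well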
# M17LAP inhibition: P. falciparum M17LAP inhibitors, primary screen, biochemical, fluorogenic H-Leu-NHMec substrate, 1536-well (AID 1619) | inhibition, % at 30 µM, or IC50 in µM where a hit was titrated | recombinant M17LAP, H-Leu-NHMec fluorogenic kinetic assay; higher % means a stronger effect | hit rate 0.38% among 220,000;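 active means compound inhibiting the enzyme by more than half at any dose during confirmatory dose-response retesting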;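 further: plate controls were full reaction with DMSO carrier for no effect and no enzyme background for full effect; strong numbers were not always called active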
# XIAP displacement: small molecules displacing peptide from XIAP – biochemical, IAP family, fluorescence polarization (AID 1018); XIAP BIR domain, fluorescence polarization peptide displacement; higher % means a stronger effect; displacement, % at 20 µM; hits with a dose series show IC50 in µM; hit rate 0.007% among 200,000; in the data active means displacement above about 50%; further: a part of the inactive calls stands beside numbers as strong as those of hits
# PMI inhibition: MPI inhibition at elevated mannose 6-phosphate – biochemical, fluorescence intensity, high mannose 6-phosphate, primary screen (AID 1220); recombinant PMI enzyme, coupled fluorescence intensity; higher % means a stronger effect; hit rate 0.66% among 190,000; inhibition, % at 20 µM, or IC50 in µM where a hit was titrated
# Hep lipid drop cells 6.5 µM: recorded beside Hep lipid drop, whose call it bears; cell count; measured here: cell count, cytotoxicity flag;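 cells counted across two imaged fields per well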
# * hit, by the source's call; i = inactive; nt = not tested or not shown; [ ] = dose if it differs, or a comment. Unless noted, no stated cut-off is given here; in the data, active means inhibition above about 50%; inactive means the rest.
SMILES,TNAP activators,SIAH1 antagonists,M1AAP inhibition,K1F lysis inhibition,PMI inhibitors,Hep lipid drop,Hep lipid drop cells 6.5 µM,M17LAP inhibition,XIAP displacement,PMI inhibition
O=C(Cc1ccc(NS(=O)(=O)c2ccc(F)cc2)cc1)NCc1ccccc1,1.2,-1%,-4%,0.1%,0%,5,756,5%,-6.5%,-2%
COc1cc2c(cc1[N+](=O)[O-])n(C(C)C)c(=O)n2C(C)C,1,-4%,1%,0.2%,12%,13,790,37%,1.4%,11%
Cc1cc(Cl)nc(-c2ccccc2)n1,1,-1%,2%,0.6%,10%,16,725,-20%,-5.8%,1%
O=C(NCC(c1cccs1)N1CCOCC1)c1ccccc1NS(=O)(=O)c1ccc(Br)cc1 (stereo not given),1.1,4%,1%,1.1%[50 µM],4%,15,644,-8%,-6.9%,8%
O=C(c1ccc(Br)cc1)C1CCc2occc2C1=O (stereo not given),1.1,-2%,10%,0.0%,9%,0,800,25%,-21%,1%
CCOC(=O)N1CCC(N2CCN(S(=O)(=O)CC)CC2)CC1,1.1,11%,-4%,-0.1%,8%,nt,nt,-7%,0.8%,0%
Cn1nc(-c2ccccc2)c(/C=N/O)c1Cl,1,8%,-1%,-0.2%,2%,-8,714,-4%,-3.3%,4%
Cc1ccccc1NC(=O)CSc1nc(N2CCCCC2)nc(N2CCCCC2)n1,1.1,1%,1%,-0.5%,5%,nt,nt,11%,-8.1%,-4%
CCOc1ccc(CCNC(=O)COC(=O)c2cc(OC)c(OC)c(OC)c2)cc1OCC,1,0%,-1%,nt,-4%,75*,689*,-3%,-0.9%,4%
CCn1c(NC(=O)c2cccs2)nc2ccccc21,1,-6%,-1%,0.2%,-13%,nt,nt,3%,-1.3%,-22%
CCCN(CCC)CCNC(=O)C1c2ccccc2C(=O)N2CCc3ccccc3C12 (stereo not given),1.2,8%,1%,-0.7%[50 µM],1%,-1,743,7%,-2.7%,1%
CCc1nc(-c2ccc(OC)c(OC)c2)cc2cc(OC)c(OC)cc12,0.8,1%,6%,2.7%[50 µM],16%,-1,556,-10%,-3.6%,7%
N#Cc1c(NC(=O)c2ccccc2)sc2c1CCC2,1.2,-6%,2%,2.2%,5%,15,768,16%,-3.5%,9%
COc1cc(NC(=O)c2cc3sccc3n2C)cc(OC)c1,1.1,2%,-2%,0.4%,1%,-4,743,4%,-3.0%,-7%
Cc1oc2c(C)c(O)ccc2c(=O)c1-c1ccc2ccccc2n1,1,10%,0%,6.0%,-6%,nt,nt,-6%,-1.3%,-2%
CCc1nc2cc(Cl)c(Cl)cc2nc1CC,nt,-6%,-1%,0.4%,nt,-5,712,-6%,nt,nt
COC(=O)/C=C1\NCCNC1=O,nt,0%,4%,0.2%,nt,5,732,6%,nt,nt
CN(C)CCSc1nc(N)c2c3c(sc2n1)COC(C)(C)C3,1.1,9%,8%,3.2%,5%,-24,655,-6%,-4.3%,4%
O=C(CCCSc1nc2ccccc2[nH]1)Nc1nnc(C2CC2)s1,1.1,-5%,4%,-0.1%,6%,-18,687,-6%,-9.5%,-13%
O=[N+]([O-])c1ccc(CN2CCN(Cc3c[nH]c4ccccc34)CC2)cc1,1.1,3%,-7%,1.6%,-8%,11,744,-7%,-5.7%,-8%
CC(C)Oc1ccc(C(=O)OC(C)C(=O)Nc2nc(-c3cccc([N+](=O)[O-])c3)cs2)cc1 (stereo not given),1.1,7%,1%,0.0%,11%,91*,720*,-3%,1.1%,34%
CCCn1c(SCCC(=O)O)nc2ccccc21,1.1,-8%,1%,-0.4%,-10%,20,771,-3%,-10%,-10%
O=C(NCC1CCCO1)c1ccc(Cn2c(=S)[nH]c3ccccc3c2=O)cc1 (stereo not given),1,4%,6%,0.2%,-1%,-40,754,-5%,-0.4%,-4%
COc1ccc(Cn2c(=O)[nH]c3cc(C(=O)NC4CCCC4)ccc3c2=O)cc1,1.1,-7%,2%,0.2%,-2%,1,716,-5%,-7.1%,1%
O=C(C[n+]1ccc(C(=O)N/N=C/c2ccc(Cl)cc2Cl)cc1)c1ccccc1,1.1,2%,4%,9.4%,2%,nt,nt,15%,-3.0%,-15%
COc1cc(NC(=O)CN2C(=O)CN(C)C2=O)c(C)cc1[N+](=O)[O-],1.1,1%,7%,0.2%,-10%,1,682,7%,-19%,8%
NC(=O)[C@@H]1CC2(CC(c3cccc(NC(=O)CC(c4ccccc4)c4ccccc4)c3)=NO2)CN1C(=O)c1ccc(Cl)cc1 (stereo not given in full),nt,-7%,11%,-1.0%,nt,-48,730,-1%,nt,nt
CSc1nc2ccc(NS(=O)(=O)c3ccc4c(c3)OCCO4)cc2s1,1.1,2%,8%,-0.1%,6%,nt,nt,-2%,-7.3%,19%
CCOC(=O)CC(=O)CSc1nc(CC)c(C)cc1C#N,nt,-3%,3%,-0.5%,nt,-4,756,1%,nt,nt
CC1(C)CC(=O)C(C(C2=C(O)CC(C)(C)CC2=O)c2ccc(Br)s2)C(=O)C1 (stereo not given),1,-1%,15%,-1.3%,9%,-2,584,0%,-3.6%,-10%
N#CCSCC(=O)Nc1ccc(Cl)cc1,1.2,1%,-5%,-2.2%,2%,nt,nt,26%,-1.3%,-8%
COC(=O)c1cc2c(ccn2-c2ccc(F)cc2)n1Cc1ccc(OC(C)=O)cc1,1,-8%,4%,1.6%[50 µM],22%,4,601,8%,-6.9%,15%
Cc1ccc(C2OC34CCCCCC3C(C#N)(C(=N)O4)C2(C#N)C#N)cc1 (stereo not given),1.2,0%,6%,-2.1%,16%,5,694,-177%,0.7%,12%
O=C1CCCC(O)=C1C1C2=C(CCCC2=O)OC2=C1C(=O)CCC2,1,-1%,7%,0.1%,nt,1,641,-8%,-2.7%,nt
Cc1ccc(-c2n[nH]c(=O)c3ccccc23)cc1S(=O)(=O)Nc1ccccc1,1.1,-5%,6%,i,22%,6,666,0%,0.4%,12%
Cc1oc2c(CN3CCCC3)c(O)ccc2c(=O)c1Oc1ccccc1Br,1.1,0%,34%,2.0%,11%,nt,nt,i,-5.2%,14%
O=C(Nc1ccc(Cl)cc1)Nc1cccc(C(=O)O)c1,1,-1%,6%,nt,-12%,9,776,<1µM*,-8.0%,-16%
COC(=O)c1sccc1NC(=O)c1ccc(C)o1,1,-3%,11%,5.5%,-6%,nt,nt,3%,-1.9%,-13%
CCOC(=O)C1=C(C)NC(=O)NC1c1ccc(NC(C)=O)cc1 (stereo not given),1.1,2%,2%,0.0%[50 µM],-1%,nt,nt,-16%,0.5%,0%
O=C(O)C1=C[C@@H](c2coc3ccccc3c2=O)C[C@@H](OCCCCO)O1,1.1,1%,12%,0.6%,4%,3,659,14%,-4.3%,9%
O=C(NNc1ccc(Cl)nn1)c1ccc(Cl)cc1,1.4,0%,-2%,-0.2%,3%,1,720,-3%,-1.1%,-4%
Clc1ccccc1CSc1nnc(-c2cccnc2)n1Cc1ccco1,1,-5%,7%,1.0%,-1%,nt,nt,17%,-10%,10%
COc1ccc(-c2nc(CSCC(=O)N3CCN(C)CC3)c(C)o2)cc1OC,1.1,3%,1%,-2.6%,4%,nt,nt,3%,0.5%,-1%
CSCC[C@H](NC(=O)OC(C)(C)C)C(=O)N/N=C/c1cccc2nccnc12,nt,-3%,-3%,0.4%,nt,0,733,0%,nt,nt
CC(C)C(=O)NC(C)C(c1cccs1)N1CCN(C)CC1 (stereo not given),1.1,2%,-1%,1.7%,18%,nt,nt,0%,-5.0%,14%

# Complete entries, looked up by structure:
# `COc1ccc(-c2nc(CSCC(=O)N3CCN(C)CC3)c(C)o2)cc1OC` is listed with TNAP activators: 1.1; SIAH1 antagonists: 3%; M1AAP inhibition: 1%; K1F lysis inhibition: -2.6%; PMI inhibitors: 4%; Hep lipid drop: nt; Hep lipid drop cells 6.5 µM: nt; M17LAP inhibition: 3%; XIAP displacement: 0.5%; PMI inhibition: -1%
# `N#CCSCC(=O)Nc1ccc(Cl)cc1` is listed with TNAP activators: 1.2; SIAH1 antagonists: 1%; M1AAP inhibition: -5%; K1F lysis inhibition: -2.2%; PMI inhibitors: 2%; Hep lipid drop: nt; Hep lipid drop cells 6.5 µM: nt; M17LAP inhibition: 26%; XIAP displacement: -1.3%; PMI inhibition: -8%

# Later entries:
SMILES,TNAP activators,SIAH1 antagonists,M1AAP inhibition,K1F lysis inhibition,PMI inhibitors,Hep lipid drop,Hep lipid drop cells 6.5 µM,M17LAP inhibition,XIAP displacement,PMI inhibition
CCCN1CN(Cc2ccccc2)CC2=C1CC(C)(C)CC2=O,1.1,-1%,1%,0.9%,-29%,nt,nt,8%,-3.3%,-36%
CCCn1c(C)cc(-c2csc(N)n2)c1C,1.1,7%,4%,-0.4%,-35%,-1,699,4%,-14%,-81%
Cc1cc2nnn(-c3nnc(-c4ccccc4)c4ccccc34)c2cc1C,1,0%,4%,0.3%,-9%,nt,nt,0%,-3.5%,3%
N#CC(C(=O)C1CCCCC1)c1nc2ccccc2[nH]1 (stereo not given),1.1,-2%,-5%,-0.1%,4%,16,688,-1%,-6.6%,-2%
O=S(=O)(c1ccccc1C(F)(F)F)N1CCC(n2cnc3ccccc32)CC1,1.1,1%,0%,0.5%,3%,-6,767,-1%,-2.8%,-2%
O=C(C#Cc1cccc([N+](=O)[O-])c1)c1ccccc1,1.1,-1%,3%,0.0%,4%,1,797,7%,1.0%,5%
O=C(NC1CC1)C1=C[C@H](c2csc3ccccc23)C[C@H](OCCCCO)O1,1.1,4%,2%,0.9%,4%,-1,720,1%,-3.0%,1%
CC(C)(C)C(=O)Cn1nc(Cl)nc1Cl,1,0%,5%,0.3%,-16%,12,679,-2%,-3.7%,-11%
CCCCCCCCCOC1OC(CO)C(O)C(O)C1NC(C)=O (stereo not given),1.1,-3%,3%,0.1%,4%,-8,683,0%,-7.0%,-1%
CC1(C)NC(=O)N(CCCCOc2cccc(C(F)(F)F)c2)C1=O,1.1,0%,-1%,-3.3%,-6%,nt,nt,-3%,-3.4%,-3%
CCOC(=O)C1CCN(C(=O)/C(C)=C\c2ccccc2)CC1,1.1,-3%,1%,-0.3%,0%,0,685,-2%,-1.2%,5%
Cc1nc2cc(NC(=O)COc3ccccc3C#N)ccc2n1-c1ccccc1,1.1,-2%,-2%,0.7%,9%,2,791,2%,-1.1%,7%
COc1ccc(N2C(=O)CC(N3CCN(Cc4ccc5c(c4)OCO5)CC3)C2=O)cc1 (stereo not given),1.1,2%,-4%,0.6%,-3%,0,703,3%,-2.0%,-11%
CCn1c(SC)nnc1C1CCN(S(=O)(=O)c2ccc(OC)cc2)CC1,1.1,4%,0%,0.6%,1%,nt,nt,2%,-5.2%,-2%
FC(F)(F)c1ccccc1NC(=S)N1CCCC1,nt,1%,-4%,2.3%,nt,0,730,-9%,nt,nt
O=C(Nc1nnc(Cc2ccccc2)s1)c1ccco1,1.1,0%,6%,i,-2%,nt,nt,0%,-4.7%,3%
COc1ccccc1CN1C[C@@H]2C[C@@H](c3[nH]c4ccc(C)cc4c3C)N3CCC[C@@]23C1=O,1.1,-2%,3%,-0.1%,17%,-74,549,-8%,-11%,34%
